Fluorescein fluor – fluorescein region autofluorescence; max fluorescein-equivalent concentration, M; 59,000 tested, 0.91% active; AID 593; Compound autofluorescence, 480/540 nm, fluorescein-equivalent; hits give high values; in the data active = max fluorescein-equivalent concentration above about 10 nM; inconclusive = between about 1.1 nM and that limit
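Compounds (23 nL) in 100 mM Tris pH 8.0, 15 min at room temperature, then fluorescence read at 480 nm excitation/540 nm emission. Signal converted to fluorescein-equivalent concentration from an on-plate fluorescein standard curve.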
TexasRed autofl – compounds fluorescent in Texas Red spectral region | Compound fluorescence, Texas Red channel, 547/618 nm; hits give high values | max dye-equivalent concentration, M | 59,000 tested, 0.06% active | AID 587; in the data active = max dye-equivalent concentration above about 10 nM; inconclusive = between about 1.1 nM and that limit
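Spectral interference profiling: each compound concentration's relative fluorescence, read with a 547 nm excitation and 618 nm emission filter pair, was normalized to a per-plate Texas Red standard curve.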
Rhodamine autofl – compound autofluorescence in rhodamine spectral region; Rhodamine-region fluorescence, 547/598 nm, Tris buffer; hits give high values; max dye-equivalent concentration, M; 59,000 tested, 0.05% active; in the data active = max dye-equivalent concentration above about 11 nM; inconclusive = between about 1.1 nM and that limit
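qHTS spectral profiling of compounds without any target or enzyme present, in pH 8.0 Tris buffer; plates were read after a 15-minute room-temperature incubation using the rhodamine-region filter set.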
Luciferase inh – inhibitors of firefly luciferase; P08659; purified firefly luciferase, luminescence, 8 min; Potency, µM (series often up to 57.1 µM), for the others: top-dose activity change, negative = inhibition, usual class: inhibitors; 72,000 tested, 2.2% active; active = well fitted inhibition curve with a large enough effect; inconclusive = small, poorly fitted or top-dose-only effect; also: potency is read from the fitted curve at half-maximal effect; % is scaled to controls: 0 for no effect and ±100 for the full control effect; nearly all actives have a fitted effect of over 40% in size
Target sequence (P08659 whole entry, looked up): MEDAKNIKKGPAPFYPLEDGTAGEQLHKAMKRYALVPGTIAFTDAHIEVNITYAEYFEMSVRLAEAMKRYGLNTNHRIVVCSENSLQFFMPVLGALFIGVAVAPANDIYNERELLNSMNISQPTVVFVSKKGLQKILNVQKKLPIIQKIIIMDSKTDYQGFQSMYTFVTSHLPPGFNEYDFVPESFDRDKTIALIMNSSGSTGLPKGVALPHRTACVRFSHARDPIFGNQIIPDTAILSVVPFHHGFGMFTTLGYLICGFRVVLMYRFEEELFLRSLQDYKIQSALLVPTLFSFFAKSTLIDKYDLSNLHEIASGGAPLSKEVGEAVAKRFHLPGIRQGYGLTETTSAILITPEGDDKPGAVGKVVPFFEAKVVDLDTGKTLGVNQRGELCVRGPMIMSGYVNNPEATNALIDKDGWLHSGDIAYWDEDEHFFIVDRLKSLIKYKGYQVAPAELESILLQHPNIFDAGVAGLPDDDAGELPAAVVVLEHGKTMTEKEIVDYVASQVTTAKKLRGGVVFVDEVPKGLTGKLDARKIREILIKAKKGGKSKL
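Compounds were tested as concentration series (qHTS) against purified P. pyralis luciferase with luciferin and 10 uM ATP in 50 mM imidazole pH 7.2, 50 mM KCl, 7 mM MgCl2, 0.01% Tween 20, 0.05% BSA. Luminescence was read after 8 min at ambient temperature.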
Starred values were filed as active, the others as inactive; i = inactive; ? = inconclusive; & = joins results of further samples; [ ] = dose if it differs, or a comment. Some of the compounds tested; count on the stated rates, not on these rows.

SMILES	Fluorescein fluor	TexasRed autofl	Rhodamine autofl	Luciferase inh
Clc1ccc(Cl)c(-c2ccc(/C=N/c3ncn[nH]3)o2)c1	i	i	i	-0.4%[25.5 µM]
CC(=O)OCC(=O)[C@H]1CC[C@H]2[C@@H]3CCC4=CC(=O)CC[C@]4(C)[C@H]3CC[C@]12C	?	i	i	-1.0%[25.5 µM]
CCN(CC)CCCN1C(=O)C(=O)/C(=C(/O)c2ccc3c(c2)CC(C)O3)C1c1cccnc1 (stereo not drawn)	i	i	i	0.2%[25.5 µM]
COc1cc(C2C(C#N)=C(N)Oc3cc(C)n(Cc4ccccn4)c(=O)c32)cc2c1OCO2 (stereo not drawn)	i	?	i	-2.4%[25.5 µM]
CCOC(=O)c1ccc(N2CC(O)=C(c3nc4ccccc4c(=O)[nH]3)C2=N)cc1	?	?	i	-1.6%[25.5 µM]
CC(=O)c1c(C(C)=O)c(C)n(NC(=O)c2ccncc2)c1C	i	?	i	0.9%[25.5 µM]
CC(C)c1[nH]c(=O)c(C#N)c2c1CSC(C)(C)C2	i	i	i	-0.5%[25.5 µM]
COc1ccc(/C(O)=C2\C(=O)C(=O)N(c3cc(C)on3)C2c2ccccc2OC)cc1 (stereo not drawn)	?	i	i	-3.1%[25.5 µM]
COc1ccc(-c2nc3n(n2)C(=O)CC(c2ccco2)S3)cc1 (stereo not drawn)	i	i	i	-4.8%[25.5 µM]
Cc1nccn1-c1cc(C(C)C)c(C#N)c2nc3ccccc3n12	?	i	i	3.2%[25.5 µM]
COC(=O)NCC12CC3CC(C1)CC(CNC(=O)OC)(C3)C2	?	i	i	1.5%[25.5 µM]
CCOc1ccc2nc(NC(NC(C)=O)(C(=O)OC)C(F)(F)F)sc2c1 (stereo not drawn)	i	i	i	1.2%[25.5 µM]
COc1ccc(/C(O)=C2/C(=O)C(=O)N(CCCN(C)C)C2c2ccccc2)cc1OC (stereo not drawn)	i	i	i	1.2%[25.5 µM]
Cc1ccc(/C=c2\sc3n(c2=O)CN(c2ccc(Br)cc2)CN=3)o1	?	i	i	-12.3%[25.5 µM]
C[C@]12CCC(=O)C=C1CC[C@@H]1[C@@H]2[C@@H](O)C[C@@]2(C)[C@H]1CC[C@]2(O)C(=O)COC(=O)CCC(=O)O	?	i	i	-1.1%&1.2%[25.5 µM]
Nc1nc2n(n1)C(c1ccc(F)cc1)CC(c1ccc(F)cc1)N2 (stereo not drawn)	?	i	i	-0.9%[25.5 µM]
O=C(Oc1ccccc1N1C(=O)CCC1=O)c1ccco1	i	i	i	1.9%[25.5 µM]
CCC1(C)Cc2c(sc3nc4n(c(=O)c23)CCS4)CO1 (stereo not drawn)	i	i	i	0.9%[25.5 µM]
CCN(CC)CCN1C(=O)C(=O)/C(=C(/O)c2c(C)[nH]c(C(=O)OC)c2C)C1c1ccc(OC)cc1 (stereo not drawn)	?	i	i	-0.4%[25.5 µM]
COc1ccc(OC)c2c(N)c(C#N)c(C(F)(F)C(F)(F)F)nc12	?	i	i	0.1%[25.5 µM]
CCC(=O)Oc1oc(-c2ccccc2)nc1C=Nc1ccccc1OC	i	i	i	1.1%[25.5 µM]
CCCCOC(=O)CSC1=C(C#N)C(c2ccc3c(c2)OCO3)CC(=O)N1 (stereo not drawn)	i	i	i	1.0%[25.5 µM]
CCc1cc(=O)oc2cc(C)c(CN3CCCC(C)C3)c(O)c12 (stereo not drawn)	i	i	i	-1.2%[25.5 µM]
CCC1(C)Cc2c(C#N)c(N)sc(=S)c2CO1 (stereo not drawn)	1.03e-08M*	i	i	-0.4%[25.5 µM]
Cn1c(=O)c2c(nc(NCc3ccc4c(c3)OCO4)n2Cc2ccccc2F)n(C)c1=O	?	i	i	1.4%[25.5 µM]

Next records
SMILES	Fluorescein fluor	TexasRed autofl	Rhodamine autofl	Luciferase inh
COc1ccc(C2(CN(C(C)=O)C(C)=O)CCCC2)cc1OC	i	i	i	1.6%[25.5 µM]
CCOC(=O)c1ccc(-n2c(=O)[nH]c3ccccc3c2=O)cc1	i	i	i	1.6%[25.5 µM]
CC(=O)O[C@]1(C(C)=O)CC[C@H]2[C@@H]3C=C(Cl)C4=CC(=O)CC[C@]4(C)[C@H]3CC[C@@]21C	i	i	i	0.3%[25.5 µM]
NC(=O)C1CCN(CCC(=O)Nc2ccc(Br)cc2)CC1	i	i	i	4.2%[25.5 µM]
O=C(O)CN(c1ccccc1)C1SC(=O)NC1=O (stereo not drawn)	i	i	i	0.2%[25.5 µM]
Brc1ccc2c(c1)CNc1c(ncnc1N1CCOCC1)O2	i	i	i	-2.5%[25.5 µM]
CSc1nc2sc3c(c2c2nncn12)CCC3	i	i	i	0.5%[25.5 µM]
CCCCOc1ccc(-c2nnc(N)s2)cc1	i	i	i	-14.9%[25.5 µM]
Cc1nnc2n(-c3ccccc3)c(=O)c3c4c(sc3n12)CC(C)CC4 (stereo not drawn)	i	i	i	3.3%[25.5 µM]
COc1ccc(OC)c(C2=Nn3c(nnc3C3CCCCC3)SC2)c1	?	i	i	-0.1%[25.5 µM]
CC(=O)NC1(C(F)(F)F)C(=O)Nc2c1c(=O)n(C)c(=O)n2C (stereo not drawn)	i	i	i	2.2%[25.5 µM]
N#Cc1c(N)n(CCOC(=O)c2ccc(Cl)cc2)c2nc3ccccc3nc12	i	i	i	2.3%[25.5 µM]
COC(=O)c1ccc(CSc2nc(N3CCOCC3)c3c(c2C#N)CC(C)(C)OC3)o1	i	i	i	-2.1%[25.5 µM]
CSc1nnc(N(CCC#N)CCC#N)s1	i	i	i	0.1%[25.5 µM]
CCCNC(=O)N(C)c1nncnc1C(=O)NC	?	i	i	2.1%[25.5 µM]
CC1(C)Cc2c(C#N)c(N3CCOCC3)nc(-c3ccccc3)c2CO1	i	i	i	-2.7%[25.5 µM]
CCc1nc2n[nH]c(N)c2c2c1CCCC2	i	i	i	1.5%[25.5 µM]
CCOC(=O)N1CCN(C2OC(=O)c3ccccc32)CC1 (stereo not drawn)	?	i	i	0.9%[25.5 µM]
CCOC(=O)C1CCCN(c2nc3ccccc3nc2C(C#N)C(=O)OCCOC)C1 (stereo not drawn)	?	i	i	2.1%[25.5 µM]
CN1CCN(c2nc3c(c(=O)n(C)c(=O)n3C)n2Cc2cccc3ccccc23)CC1	i	i	i	-1.1%[25.5 µM]
COc1ccc(C(=O)Nc2ccccc2N2CCOCC2)cc1Br	?	i	i	-6.0%[25.5 µM]
CCC(C)Nc1nc(-c2cccc(OC)c2O)nc2ccccc12 (stereo not drawn)	i	i	i	-0.1%[25.5 µM]
Cc1cc(C)n(CC(=O)c2ccccc2)c(=O)c1C#N	i	i	i	0.4%[25.5 µM]
COc1ccc(CCn2c(=N)c(C(=O)NCc3ccco3)cc3c(=O)n4ccccc4nc32)cc1	?	i	i	0.9%[25.5 µM]
Cc1ccc(-c2nn(CCC(=O)NCC3CCCO3)c(=O)c3ccccc23)cc1 (stereo not drawn)	?	i	i	0.4%[25.5 µM]

Next part.
SMILES	Fluorescein fluor	TexasRed autofl	Rhodamine autofl	Luciferase inh
CCOc1ccc(C2C=C(c3ccccc3)Nc3ncnn32)cc1 (stereo not drawn)	1.31e-08M*	i	i	1.2%[25.5 µM]
CCCCCOc1ccc(Cl)cc1CN1CCOCC1	i	i	i	-5.5%[25.5 µM]
Clc1ccc2nc(N3CCNCC3)nc(-c3ccccc3)c2c1	i	i	i	1.5%[25.5 µM]
COc1ccc(OC)c(C(O)c2coc3ccc(O)c(CN4CCOCC4)c23)c1 (stereo not drawn)	i	i	i	1.7%[25.5 µM]
O=C(O)CC(C(=O)OCC1CCCO1)N1CCOCC1 (stereo not drawn)	i	i	i	2.1%[25.5 µM]
N#CCCn1cnc2c(=S)nc[nH]c21	?	i	i	0.2%[25.5 µM]
CCC(=O)OC1=C2C(=Nc3c(c(=O)n(C)c(=O)n3C)C2c2ccccc2)c2ccccc21 (stereo not drawn)	i	i	i	-1.0%[25.5 µM]
CC(C)(C)c1cccc(/C=N/O)c1O	?	i	i	0.6%[25.5 µM]
Cn1ncc(N=Cc2ccccc2O)c1C(=O)Nc1ccccc1	i	i	i	2.4%[25.5 µM]
CC(=O)C1=C(NC(=O)c2ccccc2F)C[C@@H]2[C@H]1C2(C)C	?	i	i	-3.4%[25.5 µM]
Clc1ccc(-c2cn3c(n2)CCC3)cc1	?	i	i	12.6µM*
CC1(C)Cc2c(sc(NC(=O)c3ccc(Br)o3)c2C#N)CO1	i	i	i	10µM*
COc1ccc2cnn(-c3ccccc3C)c(=O)c2c1OC	?	i	i	-1.9%[25.5 µM]
CSc1nnc2n(C3CCCCC3)c(=O)c3c4c(sc3n12)CCCC4	i	i	i	2.2%[25.5 µM]
Cc1occc1C(=O)OCC(=O)Nc1ccc(F)cc1	?	i	i	-3.4%[25.5 µM]
CCOC(=O)CSC1=C(C#N)C(=O)NC2(CCCCC2)S1	i	i	i	1.5%[25.5 µM]
O=C1c2ccccc2C(=O)N1CCN1CCc2ccccc21	?	i	i	-6.6%[25.5 µM]
CC1=C(C#N)C(=O)OC(C)(C)C1	5.04e-08M*	i	i	0.1%[25.5 µM]
Cc1ccc2[nH]c3c(N4CCCCCC4)ncnc3c2c1	?	i	i	-29.9%[25.5 µM]
CC(C)OC(=O)[C@H]1[C@H](c2ccc(Cl)cc2)[C@@](C#N)(C(N)=O)[C@@H]2C=CC(C(N)=O)=CN21	?	i	i	0.6%[25.5 µM]
O=C(N(c1ccccc1)c1ccccc1)n1ccnc1	?	i	i	3.0%[25.5 µM]
COc1ccc2c(c1OC)C(=O)OC2c1c(O)nc(SC)n(-c2ccccc2)c1=O (stereo not drawn)	?	i	i	0.3%[25.5 µM]
Cc1ccc(CC2CC(=O)N(c3ccc4c(c3)OCCO4)C2=O)cc1 (stereo not drawn)	i	i	i	-0.3%[25.5 µM]
C=CCOn1c(=O)c(-c2cc3ccccc3o2)[n+]([O-])c2ccccc21	1.88e-08M*	i	i	-20.0%[25.5 µM]
COc1ccc(C2CC(c3ccc(C)cc3)Nc3nc(N)nn32)cc1 (stereo not drawn)	i	i	i	-0.8%[25.5 µM]

Continued; the last 6 above are carried over.
SMILES	Fluorescein fluor	TexasRed autofl	Rhodamine autofl	Luciferase inh
CC(C)OC(=O)[C@H]1[C@H](c2ccc(Cl)cc2)[C@@](C#N)(C(N)=O)[C@@H]2C=CC(C(N)=O)=CN21	?	i	i	0.6%[25.5 µM]
O=C(N(c1ccccc1)c1ccccc1)n1ccnc1	?	i	i	3.0%[25.5 µM]
COc1ccc2c(c1OC)C(=O)OC2c1c(O)nc(SC)n(-c2ccccc2)c1=O (stereo not drawn)	?	i	i	0.3%[25.5 µM]
Cc1ccc(CC2CC(=O)N(c3ccc4c(c3)OCCO4)C2=O)cc1 (stereo not drawn)	i	i	i	-0.3%[25.5 µM]
C=CCOn1c(=O)c(-c2cc3ccccc3o2)[n+]([O-])c2ccccc21	1.88e-08M*	i	i	-20.0%[25.5 µM]
COc1ccc(C2CC(c3ccc(C)cc3)Nc3nc(N)nn32)cc1 (stereo not drawn)	i	i	i	-0.8%[25.5 µM]
N#CCCN(C(=O)c1ccco1)c1ccccc1	?	i	i	-1.2%[25.5 µM]
Cc1ccc(-n2c(=O)c3c4c(sc3n3c(C)nnc23)COC(C(C)C)C4)cc1 (stereo not drawn)	i	i	i	0.2%[25.5 µM]
Cc1cccc2c1NC(C)CC2C (stereo not drawn)	?	i	i	-0.5%[25.5 µM]
COc1cccc(OC)c1C(=O)N1CCN(S(=O)(=O)c2ccc(C)cc2)CC1	i	i	i	0.1%[25.5 µM]
COc1ccc2c(c1)n([O-])c1c([n+]2=O)CCC1	?	i	i	1.0%[25.5 µM]
CCOC(=O)CCC(=O)O[C@H]1[C@H](O[C@@H]2[C@@H](C)[C@H](O[C@H]3C[C@@](C)(OC)[C@@H](O)[C@H](C)O3)[C@@H](C)C(=O)O[C@H](CC)[C@@](C)(O)[C@H](O)[C@@H](C)C(=O)[C@H](C)C[C@@]2(C)O)O[C@H](C)C[C@@H]1N(C)C	i	?	i	-0.7%[25.5 µM]
CCOC(=O)c1c(C)n(C)c2ccc(OC)c(NC(=O)CCN3CCSCC3)c12	?	i	i	-1.3%[25.5 µM]
Cc1[nH]c(=O)[nH]c(=O)c1S(=O)(=O)N1CCCC1	i	?	i	3.3%[25.5 µM]
COCCOC(=O)c1c(C)nc(SCC(=O)Nc2ccc(C)cc2)c(C#N)c1-c1ccco1	i	i	i	-0.5%[25.5 µM]

Two successive compounds already listed, for reference:
SMILES	Fluorescein fluor	TexasRed autofl	Rhodamine autofl	Luciferase inh
Cc1[nH]c(=O)[nH]c(=O)c1S(=O)(=O)N1CCCC1	i	?	i	3.3%[25.5 µM]
COCCOC(=O)c1c(C)nc(SCC(=O)Nc2ccc(C)cc2)c(C#N)c1-c1ccco1	i	i	i	-0.5%[25.5 µM]
